p53ts 39C kill: cytotoxicity in p53ts cells at nonpermissive temperature. H1299-p53A138V viability at 39C, ATP luminescence, 24 h. Potency, µM (series often up to 46.1 µM), without a hit: top-dose activity change, negative = cell killing, most hits filed as cytotoxic. 130,000 tested, 1.5% active; also: nearly all actives have a fitted effect of over 55% in size
p53ts 32C tox: kills p53ts cells at the permissive temperature. 130,000 tested, 0.93% active. Potency, µM (top dose mostly 46.1 µM), for inactives: top-dose activity change, negative = cytotoxicity, most hits filed as cytotoxic. H1299-p53A138V at 32C, ATP luminescence viability, 24 h;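 also: 0% = DMSO and -100% = full killing by reference compound; nearly all actives have a fitted effect of over 55% in size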
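Cells: H1299 p53ts (A138V), 600/well, pre-incubated 16–30 h at 37C. Cpd up to 46 uM, 24 h, 32C. Readout: ATPlite luminescence, 20 min RT. Normalization: DMSO vs tamoxifen 100 uM. AC50 by Hill equation.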
IkB sig inh: IkB pathway inhibition in ABC-DLBCL cells. AID 445. 110,000 tested, 0.04% active. Potency, µM (titrated, usually from 57.1 µM), without a hit: at the highest dose IkBa stabilization activation. ABC-DLBCL IkBa-CBG/CBR dual luciferase ratio, 4 h; response scale: scaled: untreated 0%, proteasome inhibitor 100%; active = well fitted curve in the direction sought with a large enough effect in the signal ratio, not every such curve was filed as active; inconclusive = small, poorly fitted or top-dose-only effect, or a change in a side signal; the % refers to the signal ratio;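 also: the direction sought is a rising ratio; 0% = basal untreated cells and 100% = reference inhibitor full response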
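Luminescence ratio of IκBα-fused green versus native red beetle luciferase in OCI-Ly3 cells, 4 h post-doxycycline with compound; red signal alone, scaled from basal (0%) to zero light (-100%), flagged nonspecific or cytotoxic effects.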
Peg3 imprint: induces erasure of genomic imprints in mouse ES cells | mouse ES Peg3-LacZ reporter, beta-gal luminescence, 40 h | Potency, µM (doses to about 60.7 µM), for inactives: at the top dose activity change, positive = activation, hits mostly activators | 110,000 tested, 0.02% active;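 also: 0% = negative control wells on the plate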
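Each well holds 300 Peg3LacZ-Neo (maternal) female ES cells incubated 40 h at 37C, 5% CO2. LacZ is measured by BetaGlo luminescence, with AC50 and maximum efficacy derived from dose-response curves.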
* marks the source's active call; other numbers are inactive results; ? = inconclusive; . = not tested or not shown; [ ] = another dose, or the depositor's remark. Unless noted, calls follow the shape of the dose curve; as a rule, active = well fitted curve in the direction sought with a large enough effect; inconclusive = small, poorly fitted or top-dose-only effect, or another doubt; inactive = no such curve, though single readings can be large; an effect the other way counts as inactive or inconclusive. Unless noted, % is scaled to controls: 0 for no effect and ±100 for the full control effect; potency is read from the fitted curve at half-maximal effect.

SMILES	p53ts 39C kill	p53ts 32C tox	IkB sig inh	Peg3 imprint
CCS(=O)(=O)N1CCC[C@H]2CN3CCc4cc(OC)ccc4[C@@H]3C[C@@H]21	-8%	-3%	0.1%	-7%
CS(=O)(=O)N(CC(=O)NCc1ccc2c(c1)OCO2)Cc1ccc(Cl)cc1	4%	1%	4.1%	-6%
CCc1ccc(-n2c(=O)c3c4c(sc3n(Cc3ccc(F)cc3)c2=O)CCCC4)cc1	-5%	15%	3.7%	-3%[10.9 µM]
CCSc1nnc(C)n1-c1ccc(C(=O)O)cc1	8%	-1%	0.8%	2%
COc1ccc2sc(NC(=O)CC(C)C)nc2c1	?	-21%	?	9%
CCOc1ccc(CNC(=O)c2cc3ccccn3n2)cc1OC	-6%	-1%	-2.9%	-8%[10.9 µM]
CCOc1ccc(NC(=O)c2cc3c(=O)n(Cc4cccs4)ccc3nc2C)cc1	-8%	10%	1.2%	18%[10.9 µM]
COC(=O)CCN(c1ccccc1)S(=O)(=O)c1ccc(OC)cc1	-8%	-1%	2.1%	7%
O=C(CCC1CCCCC1=O)c1ccccc1 (configuration not stated)	3%	-4%	1.9%	-25%
O=c1c(N2CCc3ccccc3C2)csc2ccccc12	-7%	-7%	?	-9%[10.9 µM]
Cc1ccccc1OCCCn1c(CCNC(=O)C2CCCCC2)nc2ccccc21	16µM*	-11%	?	-9%[10.9 µM]
CCN(CC)S(=O)(=O)c1ccc2c(c1)N(CC(=O)Nc1cccc(C#N)c1)C(=O)CO2	-9%	11%	?	-9%[10.9 µM]
O=C(Nc1ccccc1)OCC1CCCN2CCCCC12 (configuration not stated)	-5%	-3%	-1.5%	-19%
COC(=O)Nc1ccc(S(=O)(=O)N2CCCc3ccccc32)cc1	-16%	8%	11%	-25%
CCOC(=O)C1(c2csc(N)n2)COC(=O)C1 (configuration not stated)	-11%	0%	0.2%	-6%
CC(C)OCCCNC(=O)c1ccc(N(C)S(C)(=O)=O)cc1	12%	0%	0.8%	0%
Cc1nc2ccc(C(=O)O)cc2c2c1CC(C)S2 (configuration not stated)	20%	4%	-18%	-6%
O=C(CC1=NCCNC(c2ccccc2)C1)c1ccccc1O (configuration not stated)	?	-12%	0.2%	-43%[inhibitor]
COc1ccc(C2CC(=O)c3c([nH]c(C(=O)OC4CCCCCC4)c3C)C2)cc1OC (configuration not stated)	-9%	-12%	?	-14%[10.9 µM]
Cn1c(-c2ccc3c(c2)OCO3)cnc1N	-15%	-13%	0.0%	-18%
Cn1c(C(=O)NCCCN2CCCC2=O)cc2c(=O)n(C)c3ccccc3c21	0%	2%	0.6%	-9%
Cc1nn(C)c(C)c1CNC(=O)c1cc2n(n1)C(C(F)(F)F)CC(c1cccs1)N2 (configuration not stated)	-11%	8%	?	-2%
O=C1Nc2ccc(S(=O)(=O)NCc3ccccn3)c3cccc1c23	11%	16%	-3.9%	?
O=C(CCCC(=O)N(CC(=O)NC1CCCC1)Cc1ccc2c(c1)OCO2)Nc1ccccn1	12%	10%	0.1%	-5%
CCOC(=O)C1CCN(C(=O)Nc2ccc3nccnc3c2)CC1	1%	10%	.	.
COc1cccc(C2CC(c3ccc(C)cc3)n3ncnc3N2)c1 (configuration not stated)	0%	-1%	0.8%	-4%
CCc1ccc2nc(N3CCN(C(=O)C4CC4)CC3)sc2c1	-24%	5%	-2.3%	-2%[10.9 µM]
O=Cc1ccc(CO)o1	1%	6%[1.84 µM]	-0.5%	-4%
[O-][n+]1c2c(nn1-c1ccccc1Cl)-c1nonc1CC2	-1%	-1%	1.1%	26%
COc1ccc(S(=O)(=O)N2CCC(n3c(C)nc4cccnc43)CC2)cc1Cl	-23%	-5%	0.7%	-10%[10.9 µM]
Cc1c(Cl)cccc1NC(=O)CSc1cc(-c2ccccc2)ncn1	-20%	?	?	17%[10.9 µM]
O=S(=O)(c1cccc2c(I)cccc12)N1CCCNCC1	?	-21%	-12%	-7%
O=C(CSc1ncc(-c2ccccc2)[nH]1)Nc1cccc(C(F)(F)F)c1	?	-1%	?	-3%[10.9 µM]
C[C@@H]1CCCC(CC(=O)O)(CC(=O)O)C1	11%[9.22 µM]	4%[9.22 µM]	0.1%[11.4 µM]	-9%[10.9 µM]
CCC(C)OC(=O)/C(C#N)=C\c1ccc(-c2cccc(C(F)(F)F)c2)o1 (configuration not stated)	-4%	1%	-2.0%	-9%[10.9 µM]
O=C(COc1ccc(S(=O)(=O)N2CCCC2)cc1)NCCC1=CCCCC1	-13%	-3%	3.3%	-10%
CCCn1c(CCC(=O)Nc2cc(C(=O)OC)cc(C(=O)OC)c2)nc2cccnc21	-12%	9%	2.3%	17%[10.9 µM]
O=c1[nH]c(SCc2ccccc2)nnc1-c1ccccc1	-6%	5%	.	.
Cc1c(CCC(=O)NCCc2ccccc2)c(=O)oc2cc(O)ccc12	12%	4%	-0.3%	-6%[10.9 µM]
COc1ccc(-c2ccc(-c3noc(-c4ccco4)n3)c(OC)n2)cc1	-13%	-18%	-5.0%	-10%
COc1ccc(C2C3=C(CC(C)(C)CC3=O)Oc3ncn(Cc4ccco4)c(=N)c32)cc1 (configuration not stated)	-8%	3%	1.0%	-12%
CC(=O)Nc1ccc(S(=O)(=O)N=S(C)C)cc1	2%[9.22 µM]	2%[9.22 µM]	2.2%[11.4 µM]	?
NC(=O)c1ccc(-n2nnnc2SCC(=O)Nc2ccc(N3CCOCC3)c(Cl)c2)cc1	26%	12%	1.7%	-8%
Cc1c(O)cc2n(c1=O)-c1ccc(Cl)cc1C2(C)C	-6%	3%	.	.
CCCc1[nH]nc2c1C1(C(=O)N(CC)c3ccccc31)C(C#N)=C(N)O2 (configuration not stated)	9%	4%	2.3%	-5%
CCn1c(N)c(C(=O)NCCCOC)sc1=S	-16%	-3%	-0.2%	-14%
CCc1ccccc1NS(=O)(=O)c1ccc(SC)cc1	-3%	-1%	?	-13%
CCOC(=O)C1=C(CN2CCCCC2)NC(=O)NC1c1cc(C)ccc1C (configuration not stated)	-8%	-5%	?	-23%[10.9 µM]
COC(=O)[C@@]1(Cc2ccc(OC)cc2)[C@H]2c3cc(C(=O)N(C)C)n(CCc4ccc(OC)c(Br)c4)c3C[C@H]2CN1C(=O)c1ccccc1	17%	30%[activator]	.	-14%
CN(Cc1ccco1)c1ncnc2ccc(-c3ccccc3C(F)(F)F)cc12	-13%	10%	12%[11.4 µM]	-24%
O=C(Nc1ccccc1C(=O)OCc1cc(=O)n2nc(C3CC3)sc2n1)c1ccc(Cl)cc1	-5%	-1%	?	-8%[10.9 µM]
CCc1ccc2c(c1)c(=O)c(S(=O)(=O)c1ccc(F)cc1)cn2CC(=O)Nc1ccccc1OC	-21%	7%	?	4%[10.9 µM]
CCc1cccc(-n2c(C)nc3c(cnn3-c3ccc(Cl)cc3)c2=O)c1	-8%	-5%	?	-16%[10.9 µM]
Cc1cc(N=Cc2c(O)n(-c3ccc4c(c3)OCO4)c(=O)c3ccccc23)ccn1	-5%	-19%	-2.4%	-43%[inhibitor]
CCOc1c(Br)cc(CNc2ncn[nH]2)cc1OC	-14%	-7%	-0.4%	3%
COc1cccc(CN(C(=O)c2ccc(C(C)(C)C)cc2)C2CCS(=O)(=O)C2)c1 (configuration not stated)	16%	3%	0.2%	-11%[10.9 µM]
CCOC(=O)CSc1nc2sc(C)c(C)c2c(=O)n1C	-8%	2%	-6.8%	-1%
Cc1cc(C)c(S(=O)(=O)N2CCC(N3CCN(Cc4ccc(F)cc4)C(=O)C3=O)CC2)c(C)c1	21%	9%	-2.0%	5%[10.9 µM]
COc1cc(C2N(c3ccccc3)CCN2c2ccccc2)ccc1OC(C)=O	-20%	-2%	1.1%	-13%
COC(=O)[C@@]1(Cc2ccccc2)[C@H]2c3cc(C(=O)N(C)C)n(Cc4ccccc4)c3C[C@H]2CN1C(=O)c1ccccc1	32%[activator]	35%[activator]	.	-28%

Two entries from above in a different format.
Compound | p53ts 39C kill | p53ts 32C tox | IkB sig inh | Peg3 imprint
CCc1ccc2c(c1)c(=O)c(S(=O)(=O)c1ccc(F)cc1)cn2CC(=O)Nc1ccccc1OC | -21% | 7% | ? | 4%[10.9 µM]
Cc1cc(N=Cc2c(O)n(-c3ccc4c(c3)OCO4)c(=O)c3ccccc23)ccn1 | -5% | -19% | -2.4% | -43%[inhibitor]

More compounds:
SMILES	p53ts 39C kill	p53ts 32C tox	IkB sig inh	Peg3 imprint
Cc1ccc(NC(=O)C2(N(CC(C)C)C(=O)Cn3nnnc3N)CCCCC2)cc1	6%	0%	0.2%	-3%
Nc1cccc(S(=O)(=O)c2cccc(N)c2)c1	-4%	0%	0.5%	-2%
O=C(Nc1ccc(Br)cc1F)C1CCN(c2nc3ccccc3[nH]2)CC1	-13%	7%	-0.8%	20%[10.9 µM]
CCn1c(O)c(C=Nc2ccccc2)oc1=S	-5%	-8%	4.1%	-35%[inhibitor]
CCCCN(CC)CCCNC(=O)c1cc2c(=O)oc3ccc(C)cc3c2s1	-15%	3%	?	-7%[10.9 µM]
CC(C)(C)OC(=O)N1CC=C2C(C#N)=C(N)C(C#N)(C#N)C(c3cccs3)C2C1 (configuration not stated)	103%[activator]	7%	?	-8%
COc1ccc(CCNC(=O)c2ccc3c(c2)N(Cc2ccccc2)C(=O)c2ccccc2S3=O)cc1OC (configuration not stated)	-19%	13%	-0.1%	6%[10.9 µM]
COc1ccc(-c2csc(-c3c(N)c(C(=O)c4ccccc4)n4ccccc34)n2)cc1OC	3%	2%	-0.2%	-7%[10.9 µM]
COc1ccc(NC(=O)c2cnn(-c3ccc(F)cc3F)c2C2CCN(C(=O)OC(C)(C)C)CC2)cc1Cl	4%	7%	?	-6%[10.9 µM]
COc1cc(C(=O)NCc2nnc(SCC(=O)Nc3cccc(C)c3)o2)cc(OC)c1OC	10%	27%	4.6%	-7%
CCCN1C[C@@H](CSC)C[C@H]2c3cccc4[nH]cc(c34)C[C@@H]21	6%	-15%	-4.6%	.
c1ccc(C2[C@H]3CN(Cc4cccnc4)[C@H](c4ccccc4)C34CC2(c2cccnc2)C4)cc1 (some centres not stated)	?	32%[activator]	.	-9%
CSc1cccc(NC(=O)C2CCN(S(C)(=O)=O)CC2)c1	-2%	1%	-0.8%	1%
CCOc1ccccc1C(=O)NC(C)c1ccc2c(c1)OCO2 (configuration not stated)	2%	3%	-1.5%	-20%
O=C(OCCOc1ccc(Br)cc1)c1cnccn1	-17%	8%	-0.4%	-1%
O=C(CN1C(=O)CSc2ccccc21)Nc1ccc2c(c1)OCCO2	-2%	-8%	6.8%	.
COc1ccc(C)cc1NC(=O)C1CCN(S(=O)(=O)c2ccc3[nH]c4c(c3c2)CCCCC4)CC1	-7%	-1%	0.6%	-13%[10.9 µM]

Structures listed so far containing fluorine (nine):
SMILES	p53ts 39C kill	p53ts 32C tox	IkB sig inh	Peg3 imprint
CCc1ccc(-n2c(=O)c3c4c(sc3n(Cc3ccc(F)cc3)c2=O)CCCC4)cc1	-5%	15%	3.7%	-3%[10.9 µM]
Cc1nn(C)c(C)c1CNC(=O)c1cc2n(n1)C(C(F)(F)F)CC(c1cccs1)N2 (configuration not stated)	-11%	8%	?	-2%
O=C(CSc1ncc(-c2ccccc2)[nH]1)Nc1cccc(C(F)(F)F)c1	?	-1%	?	-3%[10.9 µM]
CCC(C)OC(=O)/C(C#N)=C\c1ccc(-c2cccc(C(F)(F)F)c2)o1 (configuration not stated)	-4%	1%	-2.0%	-9%[10.9 µM]
CN(Cc1ccco1)c1ncnc2ccc(-c3ccccc3C(F)(F)F)cc12	-13%	10%	12%[11.4 µM]	-24%
CCc1ccc2c(c1)c(=O)c(S(=O)(=O)c1ccc(F)cc1)cn2CC(=O)Nc1ccccc1OC	-21%	7%	?	4%[10.9 µM]
Cc1cc(C)c(S(=O)(=O)N2CCC(N3CCN(Cc4ccc(F)cc4)C(=O)C3=O)CC2)c(C)c1	21%	9%	-2.0%	5%[10.9 µM]
O=C(Nc1ccc(Br)cc1F)C1CCN(c2nc3ccccc3[nH]2)CC1	-13%	7%	-0.8%	20%[10.9 µM]
COc1ccc(NC(=O)c2cnn(-c3ccc(F)cc3F)c2C2CCN(C(=O)OC(C)(C)C)CC2)cc1Cl	4%	7%	?	-6%[10.9 µM]
